Assay outcomes (PubChem BioAssay)
RGS12 GoLoco inh = RGS12 GoLoco-Gai1 interaction inhibition | Potency, µM (top dose mostly 61.6 µM), inactives show top-dose activity, negative = inhibition, most hits filed as inhibitors | hit rate 0.44% among 230,000 | P63096 | AID 880 | Gai1:RGS12 GoLoco peptide FP, rhodamine, 10 min; active = well fitted inhibition curve with a large enough effect, not every such curve was filed as active; inactive = no such curve, though single readings can be large or run the other way; note: nearly all actives have a fitted effect of over 30% in size; many of its hits are not listed in these tables
Target sequence (P63096 whole entry, looked up): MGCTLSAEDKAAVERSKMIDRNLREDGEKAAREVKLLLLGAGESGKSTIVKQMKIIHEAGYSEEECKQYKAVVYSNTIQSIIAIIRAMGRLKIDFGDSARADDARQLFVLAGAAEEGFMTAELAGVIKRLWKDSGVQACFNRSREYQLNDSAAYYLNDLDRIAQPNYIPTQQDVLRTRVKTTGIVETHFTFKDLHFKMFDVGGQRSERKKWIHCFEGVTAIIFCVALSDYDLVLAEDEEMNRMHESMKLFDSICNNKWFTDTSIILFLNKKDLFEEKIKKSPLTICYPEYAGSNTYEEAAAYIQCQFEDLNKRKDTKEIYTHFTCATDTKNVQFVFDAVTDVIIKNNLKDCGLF
GAA inh = alpha-glucosidase (human) inhibition. Potency, µM (top dose mostly 76.9 µM), for inactives: at the top dose activity change, negative = inhibition, usual class: inhibitors. P10253. hit rate 0.005% among 200,000. AID 1466. purified human GAA, 4-MU-alpha-glucoside fluorescence;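 note: plate controls were uninhibited enzyme wells for no effect and no-enzyme background for full effect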
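Fluorogenic assay: 4 nM human alpha-glucosidase with 400 uM 4-methylumbelliferyl-alpha-D-pyranoside in 50 mM citrate/phosphate, 0.005% Tween-20, pH 5.0, 20 min at room temperature. Compounds tested up to 77 uM; AC50 from Hill fits.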
TRb-SRC2 inh = disrupts binding of human TR beta to SRC2; TRbeta-SRC2 peptide binding, fluorescence polarization; receptor liganded with 1 µM T3; Potency, µM (highest dose often 106 µM), for inactives: at the top dose activity change, negative = inhibition, usual class: inhibitors; hit rate 0.065% among 280,000;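 note: plate controls were bound peptide for no effect and peptide without receptor for full effect; nearly all actives have a fitted effect of over 50% in size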
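A fluorescence polarization screen tested compounds at multiple concentrations against complex formation between 0.6 uM TRb ligand-binding domain and 20 nM Texas Red SRC2 peptide, with 1 uM T3 present; readout after 5 hr.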
L3MBTL1 block = inhibitors of human L3MBTL1 | Q9Y468 | AlphaScreen L3MBTL1–H3K9me1 peptide binding | Potency, µM (top dose mostly 57.1 µM), without a hit: at the highest dose activity, negative = inhibition, hits mostly inhibitors | hit rate 0.66% among 230,000 | AID 485360; note: nearly all actives have a fitted effect of over 60% in size
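Read-out is AlphaScreen signal from streptavidin donor and nickel chelate acceptor beads (10 ug/mL final each) bridging L3MBTL1 (50 nM) and biotinylated K9-monomethylated H3(1-15) peptide (75 nM), after 30 min compound exposure at room temperature.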
RECQ1 helicase = RECQ1 (human) helicase inhibition; P46063; AID 2549; Potency, µM (series often up to 57.3 µM), for the others: at the top dose activity, negative = inhibition, most hits filed as inhibitors; RECQ1 DNA unwinding, red fluorescence kinetic read; hit rate 0.54% among 240,000;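 note: plate controls were vehicle for no effect and no enzyme for full effect; nearly all actives have a fitted effect of over 30% in size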
Target sequence (P46063 whole entry, looked up): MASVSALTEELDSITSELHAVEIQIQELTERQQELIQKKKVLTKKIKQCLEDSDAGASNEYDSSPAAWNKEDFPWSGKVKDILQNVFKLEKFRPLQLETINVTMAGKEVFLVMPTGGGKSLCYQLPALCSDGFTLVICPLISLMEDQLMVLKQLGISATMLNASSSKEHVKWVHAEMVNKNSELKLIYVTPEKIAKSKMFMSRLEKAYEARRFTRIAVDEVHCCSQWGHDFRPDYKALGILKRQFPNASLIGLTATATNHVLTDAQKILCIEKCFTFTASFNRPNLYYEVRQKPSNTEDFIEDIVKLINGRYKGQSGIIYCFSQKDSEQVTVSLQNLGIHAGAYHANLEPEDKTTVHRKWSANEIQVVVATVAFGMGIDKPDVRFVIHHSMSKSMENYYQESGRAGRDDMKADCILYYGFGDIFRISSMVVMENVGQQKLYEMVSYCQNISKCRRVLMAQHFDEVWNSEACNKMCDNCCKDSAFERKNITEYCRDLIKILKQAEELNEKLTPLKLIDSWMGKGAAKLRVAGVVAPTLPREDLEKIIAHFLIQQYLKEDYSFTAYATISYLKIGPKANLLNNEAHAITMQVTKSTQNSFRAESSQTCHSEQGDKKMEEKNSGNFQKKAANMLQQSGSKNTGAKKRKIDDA
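50 nM RECQ1T1 preincubated 15 min with compound in Tris pH 8.0 buffer with MgCl2, DTT, Tween-20 and 2.5 ug/ml poly(dI-dC); started with 200 nM TAMRA/BHQ-2 forked duplex and 2 mM ATP. Unwinding read as fluorescence (525/598 nm), two reads 2 h apart.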
GAA glycogen = inhibitors or activators of human alpha-glucosidase glycogen cleavage. recombinant GAA, glycogen substrate, Amplex Red glucose oxidase fluorescence. P10253. hit rate 0.38% among 300,000. Potency, µM (series often up to 76.4 µM), for the others: at the top dose activity change, negative = inhibition, most hits filed as inhibitors;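 note: 0% = full enzyme reaction and -100% = no-enzyme basal signal; the screen sought inhibitors and activators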
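Natural-substrate format: glycogen cleavage by 4 nM human enzyme, glucose read by Amplex Red coupling (Ex 573, Em 610 nm). Normalized to enzyme and no-enzyme controls.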
aGlu spleen mod = inhibits or activates alpha-glucosidase in human spleen homogenate; P10253; human spleen homogenate, 4-MU-alpha-glucoside fluorescence; Potency, µM (doses to about 79.9 µM), for the others: at the top dose activity change, negative = inhibition, actives largely listed as inhibitors; hit rate 0.006% among 240,000; AID 2112;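 note: 0% = enzyme with vehicle and -100% = no enzyme basal signal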
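AC50 values come from Hill-equation fits of concentration-response data, normalized to no-enzyme and full-activity controls. Enzyme source: 1 ug human spleen homogenate; 1 mM fluorogenic 4-MU glucoside, pH 5.0 citrate buffer, 37 C, 40 min.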
TR SRC2 fluor cs = alters Texas Red total fluorescence, flagging assay interference. AID 1479. hit rate 0.29% among 280,000. TRb/SRC2 Texas Red total fluorescence interference. Potency, µM (doses to about 106 µM), inactives show top-dose fluorescence change, negative = quenching; active = well fitted curve in either direction with a large enough effect; inconclusive = small, poorly fitted or top-dose-only effect
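Human TRβ ligand-binding domain (0.6 uM) and Texas Red SRC2 peptide (20 nM) in Tris buffer with 1 uM T3 and 5% DMSO were incubated with pinned compound for 5 hr at ambient temperature. Total fluorescence was computed as S + 2P (555/632 nm).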
* hit, by the source's call; i = inactive; ? = inconclusive; . = not tested or not shown; & = joins results of further samples; [ ] = dose if it differs, or a comment. Unless noted, calls come from the whole dose curve; as a rule, active = well fitted curve in the direction sought with a large enough effect; inconclusive = small, poorly fitted or top-dose-only effect, or another doubt; inactive = no such curve, though single readings can be large; an effect the other way counts as inactive or inconclusive. Unless noted, % is set by controls: 0 for no effect and ±100 for the full control effect; potency is the fitted concentration of half-maximal effect.

1	CCC(=O)N1N=C2C3CCN(CC3)C2C1c1ccccc1 (configuration not stated)
2	CC12NC(Cc3ccccc31)c1ccccc12 (configuration not stated)
3	C=CCN1CC[C@@]2(C)c3cc(O)ccc3CC1[C@@H]2C
4	Cc1ccc(CN2C3CCCC2CC(NC(=S)NCc2ccccc2)C3)cc1 (configuration not stated)
5	CC1CCCN(CC(=O)N2CCCc3ccccc32)C1 (configuration not stated)
6	O=C(CN1C(=O)CCSc2ccccc21)N1CCC2(CC1)OCCO2
Screen / compound no.,1,2,3,4,5,6
RGS12 GoLoco inh,8%,8%,10%&-1%,-2%,-5%,3%
GAA inh,-5%,.,.,.,-4%,4%
TRb-SRC2 inh,-12%,-2%,4%&-3%,-5%,1%,-2%
L3MBTL1 block,8%,.,.,-8%,14%[11.4 µM],7%
RECQ1 helicase,3%,i,-6%&-12%,i,6%,-1%
GAA glycogen,4%,.,-1%,-8%,4%,5%
aGlu spleen mod,-7%,6%,-3%&7%,-2%,-2%,-4%
TR SRC2 fluor cs,-3%,-3%,-1%&3%,-1%,-3%,3%

7	O=C(Nc1ccccc1OC(=O)N1CCCCC1)N1CCCCC1
8	O=C1CCO1
9	CN(CC1COc2ccccc2O1)c1nc(-c2cccnc2)nc2ccccc12 (configuration not stated)
10	CCCC(=O)Nc1cc(C(=O)N2CCC3(CC2)OCCO3)ccc1S(=O)(=O)c1ccc(C)cc1
11	CCOP(=O)(C#CC(C)(C)C)C1(O)CCCCC1 (configuration not stated)
12	CN1C2CCC1CC(=NO)C2
Screen / compound no.,7,8,9,10,11,12
RGS12 GoLoco inh,2%,3%&-39%,3%,6%,-7%,5%
GAA inh,-3%,.,-4%,-7%,-4%,-11%
TRb-SRC2 inh,-4%,10%&2%,-10%,-2%,-1%,8%
L3MBTL1 block,1%,.,-9%,-7%,12%,11%
RECQ1 helicase,-4%,11%&-3%,-13%,-16%,i,-7%
GAA glycogen,-9%,.,-7%,-9%,-3%,-10%
aGlu spleen mod,-15%,-17%&13%,7%,-4%,-7%,-15%
TR SRC2 fluor cs,2%,-1%&0%,-3%,-2%,-9%,0%

3 of the compounds above, in markdown.
| No. | Structure | RGS12 GoLoco inh | GAA inh | TRb-SRC2 inh | L3MBTL1 block | RECQ1 helicase | GAA glycogen | aGlu spleen mod | TR SRC2 fluor cs |
| --- | --- | --- | --- | --- | --- | --- | --- | --- | --- |
| 10 | CCCC(=O)Nc1cc(C(=O)N2CCC3(CC2)OCCO3)ccc1S(=O)(=O)c1ccc(C)cc1 | 6% | -7% | -2% | -7% | -16% | -9% | -4% | -2% |
| 11 | CCOP(=O)(C#CC(C)(C)C)C1(O)CCCCC1 (configuration not stated) | -7% | -4% | -1% | 12% | i | -3% | -7% | -9% |
| 12 | CN1C2CCC1CC(=NO)C2 | 5% | -11% | 8% | 11% | -7% | -10% | -15% | 0% |

(further entries)
13	CCCCC(=O)N/N=C/c1c(O)n(C2CC2)c(=S)[nH]c1=O
14	COc1ccc(NC2CC(=O)N(C(C)C)C2=O)cc1 (configuration not stated)
15	CCOP(=S)(OCC)SCC(=O)NC(C)(CC)C(=O)O (configuration not stated)
16	O=C1NC(=O)N(Cc2cccs2)C(=O)/C1=C/c1ccc(N2CCOCC2)cc1
17	O=C1OCCC1NC1=NCCC1 (configuration not stated)
18	CSc1ccc(C(=O)C2CCCN(Cc3cccnc3)C2)cc1 (configuration not stated)
Screen / compound no.,13,14,15,16,17,18
RGS12 GoLoco inh,25%,-2%,-21%,116%[activator],-2%,26%
GAA inh,2%,2%,-10%,3%,-2%,0%
TRb-SRC2 inh,1%,1%,-16%,2%,-3%,1%
L3MBTL1 block,5%,-6%,.,.,10%,-8%
RECQ1 helicase,-2%,-1%,7%,-7%,2%,-2%
GAA glycogen,2%,?,9%,-10%,-29%,9%
aGlu spleen mod,-10%,-4%,-4%,5%,3%,0%
TR SRC2 fluor cs,-3%,0%,3%,-2%,4%,-4%

19	CCCCCn1c(=O)c(C(=O)NCc2ccco2)c(O)c2ccccc21
20	COc1ccc2c(c1)[C@@]13CCCCC1[C@@H](C2)N(C)CC3 (some centres not stated)
21	CC(C)N1CCN(Cc2cc3c(cc2Cl)OCO3)CC1CCO (configuration not stated)
22	NC1=Nc2ccccc2Oc2ccccc21
23	C[C@H](NC(=O)[C@@H](N)Cc1ccc(O)cc1)C(=O)NCC(=O)N(C)[C@@H](Cc1ccccc1)C(=O)N[C@H](CO)CCS(C)=O (some centres not stated)
24	CNC(=O)Nc1ccc(C(=O)N/N=C\C23CC[C@@H](O)CC2(O)CC[C@@H]2[C@@H]3CCC3(C)C(C4=CC(=O)OC4)CCC23O)cc1 (some centres not stated)
Screen / compound no.,19,20,21,22,23,24
RGS12 GoLoco inh,5%,-1%,-6%,-13%,16%,-6%
GAA inh,?,.,.,0%,.,1%[15.4 µM]
TRb-SRC2 inh,-3%,-5%,-4%,0%,5%,6%
L3MBTL1 block,18%,.,7%,1%,.,4%
RECQ1 helicase,-9%,1%,9%,-7%,i,-12%
GAA glycogen,6%,.,-3%,3%,.,-1%
aGlu spleen mod,-7%,-4%,-1%,-13%,0%,-1%
TR SRC2 fluor cs,-2%,-1%,-1%,-2%,-3%,-2%

25	c1ccc2sc(C3(N4CCCC4)CCCCC3)cc2c1
26	O=C1CCN(C(=O)CNC(=O)Cc2ccccc2)CC1
27	CCN(CC)c1nc(C)cc(OP(=S)(OC)OC)n1
28	CCN(CC)c1ccc(CN(C)CCc2ccc(OC)c(OC)c2)cc1
29	COC(=O)C(O)(c1ccc(NC(=O)c2ccccc2)cc1)C(F)(F)F (configuration not stated)
30	C=CCCC#N
Screen / compound no.,25,26,27,28,29,30
RGS12 GoLoco inh,-2%,11%,.,-12%,4%,-48%
GAA inh,.,-6%,.,-4%,.,.
TRb-SRC2 inh,1%,-5%,-3%,4%,-2%,3%
L3MBTL1 block,.,4%,.,-4%,7%,.
RECQ1 helicase,9%,i,-4%,-3%,-2%,-5%
GAA glycogen,.,4%,.,2%,2%,.
aGlu spleen mod,-5%,1%,-2%,4%,2%,-10%
TR SRC2 fluor cs,1%,-2%,0%,-1%,-5%,-2%

31	O=C(Cn1cnc2sc3c(c2c1=O)CCCC3)NCCC(=O)N1CCC2(CC1)OCCO2
32	Oc1ccc(/C=N/NP(=S)(c2ccccc2)c2ccccc2)c(O)c1O
33	CCOC(=O)c1ccc(N=C(CC)c2c(O)n(C)c(=O)n(C)c2=O)cc1
34	OC(c1ccc(Cl)cc1)(c1ccc(Cl)cc1)C(Cl)(Cl)Cl
35	CCOP(=O)(Cc1cc(C#N)oc1C)OCC
36	O=c1[nH]c(=O)n(CC2CCCO2)c(O)c1/C=C1\C=Nc2ccccc21 (configuration not stated)
Screen / compound no.,31,32,33,34,35,36
RGS12 GoLoco inh,-9%,7%,10%,-4%,1%,23%&20%
GAA inh,-12%,?,.,.,-10%,-1%
TRb-SRC2 inh,1%,6%,-2%,2%[201 µM],-2%,7%&0%
L3MBTL1 block,2%,.,.,.,6%,-2%&-2%
RECQ1 helicase,-1%,-13%,-3%,-9%,-1%,-6%
GAA glycogen,-3%,16µM*,4%,.,-7%,4%&-2%
aGlu spleen mod,-2%,-4%,-3%,4%,-3%,-2%&3%
TR SRC2 fluor cs,-2%,-4%,-1%,0%[201 µM],-2%,1%&-2%

37	N#CC(C#N)=Cc1ccc([N+](=O)[O-])c(O)c1
38	CN1C(=O)CCS(=O)(=O)[C@H]1c1ccc(Cl)cc1
39	CC(C)C[C@H](NC(=O)CNC(=O)[C@H](CCC(N)=O)NC(=O)[C@H](Cc1ccc(O)cc1)NC(=O)[C@@H](NC(=O)[C@H](Cc1ccc(O)cc1)NC(=O)CNC(=O)[C@@H](N)CCCN=C(N)N)C(C)C)C(=O)O
40	C[N+]1(C)CCc2cc3c(cc2[C@H]1[C@@H]1OC(=O)c2c1ccc1c2OCO1)OCO3
41	O=S(=O)(F)c1ccc2nc(-c3cccc(Sc4ccccc4)c3)cc(Cl)c2c1
42	N=C1c2ccccc2CN1CC(=O)c1ccccc1
Screen / compound no.,37,38,39,40,41,42
RGS12 GoLoco inh,-50%&14%&9%&0%,8%,.,-39%&13%,3%,-3%
GAA inh,.,.,.,?,.,1%
TRb-SRC2 inh,-8%&1%&-10%&-1%,.,-2%,2%&3%,2%,3%
L3MBTL1 block,.,.,.,4%,.,10%
RECQ1 helicase,?,i,-9%,-9%&-5%,-4%,-6%
GAA glycogen,.,.,.,-6%&-8%,3%,-2%
aGlu spleen mod,-3%&5%&0%&0%,-1%,-3%,-3%&-2%,-3%,3%
TR SRC2 fluor cs,-8%&-2%&1%&0%,-2%,-1%,-1%&-1%,-5%,5%

43	CCOP(=O)(OCC)C(NC(=O)C(Cl)Cl)C(Cl)(Cl)Cl (configuration not stated)
44	C=COCCn1c(C)c(C(=O)OCC)c2cc(O)ccc21
45	O=C1c2ccccc2NC(c2ccccc2O)N1NS(=O)(=O)c1ccccc1 (configuration not stated)
46	CN1CC[C@@]2(C)c3cc(O)ccc3N(C)C12 (some centres not stated)
47	O=[N+]([O-])c1cccc2ccccc12
48	Cc1cc(C)c2c(c1)-c1cc(C)nn1C(c1cccnc1)N2 (configuration not stated)
49	CCCCn1c(O)c(C(C)=NCCCN(C)C)c(=O)[nH]c1=O
50	O=c1c2ccccc2nc(-c2ccco2)n1-c1ccccc1
51	Brc1ccc(C2N3CCCN23)cc1 (configuration not stated)
Screen / compound no.,43,44,45,46,47,48,49,50,51
RGS12 GoLoco inh,3%,7%,1%,-37%,3%,2%,-1%,-12%,-2%
GAA inh,-3%,-12%,?,.,.,.,5%,-3%,4%
TRb-SRC2 inh,-1%,-1%,7%,.,1%[201 µM],0%,4%,0%,-2%
L3MBTL1 block,9%,-7%,.,.,.,-4%,3%,-11%,0%
RECQ1 helicase,i,-2%,0%,-2%,5%,i,0%,2%,-7%
GAA glycogen,5%,-27%,-13%,.,.,-30%,7%,7%,5%
aGlu spleen mod,-5%,-1%,-2%,-2%,-5%,1%,1%,9%,-2%
TR SRC2 fluor cs,-2%,-4%,-1%,-9%,-2%[201 µM],-1%,-3%,-6%,1%

A portion of the library; rates above refer to the full screens.
